# Bioassay records as filed in PubChem BioAssay.
# LEDGF integ inh – blocks HIV-1 LEDGF/p75-dependent DNA integration; TR-FRET IN-LEDGF/p75 DNA integration, Eu/Cy5; inhibition, % at 3.7 µM; 0.64% of 370,000 active; AID 743269;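 active means inhibition above the screen-wide mean plus 3 SD, cut at about 13% in these data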;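 further: signal is the Cy5 over europium emission ratio at 671 and 618 nm; 0% = plate median of compound wells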
# ASAP1 GAP inh – ASAP1 ArfGAP inhibition; ASAP1-stimulated ARF1 GTP hydrolysis, GDP FP detection; AID 624377; inhibition, % at 16.5 µM; Q9ULH1; 0.19% of 360,000 active; in the data active means inhibition above about 25%;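 further: 0% = vehicle with enzyme and substrate and 100% = no enzyme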
# ADAM10 inh – ADAM10 inhibition, QFRET primary screen; O14672; AID 720582; recombinant ADAM10, EDANS/DABCYL FRET peptide cleavage, 3 h; inhibition, % at 7 µM; 0.62% of 370,000 active;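 active means inhibition above a per-campaign cutoff equal to the mean of compounds falling between control-based bounds plus 3 SD, cut at about 20% in these data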;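 further: 0% = DMSO wells while the 100% control is not disclosed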
# Target sequence (O14672 214-748 limits assumed): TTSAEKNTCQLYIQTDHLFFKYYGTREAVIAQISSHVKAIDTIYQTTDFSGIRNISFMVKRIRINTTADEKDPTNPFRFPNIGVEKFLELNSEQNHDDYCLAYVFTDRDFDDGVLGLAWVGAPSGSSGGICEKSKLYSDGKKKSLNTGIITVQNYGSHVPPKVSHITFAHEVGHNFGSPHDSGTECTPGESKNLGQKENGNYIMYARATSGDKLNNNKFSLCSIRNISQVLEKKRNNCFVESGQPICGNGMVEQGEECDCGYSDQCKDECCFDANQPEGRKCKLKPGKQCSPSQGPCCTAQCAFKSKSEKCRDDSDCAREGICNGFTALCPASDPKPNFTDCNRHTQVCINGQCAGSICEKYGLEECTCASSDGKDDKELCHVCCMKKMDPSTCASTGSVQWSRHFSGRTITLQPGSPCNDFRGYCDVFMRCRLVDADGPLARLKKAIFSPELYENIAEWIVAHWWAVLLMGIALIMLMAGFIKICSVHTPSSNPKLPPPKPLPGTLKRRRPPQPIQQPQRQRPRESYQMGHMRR
# KLK7 zymogen act – activates the human kallikrein-7 zymogen. P49862. purified proKLK7, EDANS-DABCYL substrate fluorescence; 100% is mature enzyme control, 0% vehicle. activation, % at 7 µM. 0.9% of 370,000 active. AID 652039;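 active means activation above the mean of all tested compounds plus 3 SD, computed per campaign excluding outliers beyond control limits, cut at about 13% in these data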
# Target sequence (P49862 whole entry, looked up): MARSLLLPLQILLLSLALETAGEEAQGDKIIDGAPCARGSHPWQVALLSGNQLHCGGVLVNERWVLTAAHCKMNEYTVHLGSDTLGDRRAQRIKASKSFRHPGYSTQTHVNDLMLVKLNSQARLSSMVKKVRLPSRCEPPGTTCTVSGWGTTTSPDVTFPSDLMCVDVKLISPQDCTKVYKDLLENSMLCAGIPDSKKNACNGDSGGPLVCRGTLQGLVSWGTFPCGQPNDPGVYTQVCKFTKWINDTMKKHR
# ADAM17 inh – ADAM17 inhibition, QFRET primary screen; recombinant ADAM17, EDANS/DABCYL FRET peptide cleavage; P78536; inhibition, % at 6.95 µM; 0.83% of 370,000 active; AID 720648;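 active means inhibition above the mean of compounds lying between control limits plus 3 SD, set per campaign, cut at about 8.5% in these data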;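 further: 0% = DMSO-only wells as the low control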
# PLCg1 inh – blocks human PLC-gamma1 enzyme activity. P19174. purified PLC-gamma1, fluorogenic substrate, fluorescence. inhibition, % at 12.2 µM. 0.84% of 370,000 active. AID 720700; in the data active means inhibition above about 9.5%
# TDP2 inh – blocks human TDP2 phosphodiesterase activity | inhibition, % at 12.8 µM | recombinant TDP2, T5PNP hydrolysis, p-nitrophenol absorbance 415 nm | 0.34% of 370,000 active;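 active means inhibition above the mean of all tested compounds plus 3 SD, set per campaign, cut at about 25% in these data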;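 further: 0% = DMSO with enzyme and 100% = buffer with substrate but no TDP2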
#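 System – recombinant human TDP2 · Quantity – TDP2 enzyme at 120 nM final · Doses – single concentration, 12.8 µM nominal, with 1% DMSO · Incubation – 2 h at 37 °C · Measured by – epi absorbance of p-nitrophenol freed from T5PNP by hydrolysis · Read-out – % inhibition relative to enzyme-containing and enzyme-free wells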
# DDE Tn7 FP inh – inhibitors of Tn7 peptide binding to human fibrin DD(E). P02675. FP displacement of FITC-Tn7 peptide from fibrin DD(E); 0% = median of compound wells per plate. inhibition, % at 8.3 µM. 0.13% of 370,000 active. AID 720508;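 active means inhibition above the mean of compounds falling within the control limits plus 3 SD of them, cut at about 14% in these data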;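 further: 0% = plate median of compound wells and 100% = 10 µM Aha-Tn7 peptide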
#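 Assay system: human fibrin DD(E). Input: DD(E) 2 µM final. Medium: Tris buffer with calcium and detergent, pH 7.8. Compound dosing: single point at 8.3 µM. Timing: 10 min plus 3 h, room temperature. Technique: fluorescence polarization of the labelled Tn7 tracer. Read-out: percent inhibition. Replicates: singlicate testing.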
# ARFGAP1 inhibitor – inhibits rat ARF GTPase activating protein 1 | Q62848 | Arfgap1-stimulated ARF1 GTP hydrolysis, GDP FP detection | inhibition, % at 16.5 µM | 0.26% of 360,000 active | AID 651572;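 active means inhibition above a per-plate limit, mean inhibition of low control wells plus 3 SD, cut at about 25% in these data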;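 further: 0% = DMSO wells with enzyme and 100% = wells lacking Arfgap1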
# Target sequence (Q62848 1-136 limits assumed): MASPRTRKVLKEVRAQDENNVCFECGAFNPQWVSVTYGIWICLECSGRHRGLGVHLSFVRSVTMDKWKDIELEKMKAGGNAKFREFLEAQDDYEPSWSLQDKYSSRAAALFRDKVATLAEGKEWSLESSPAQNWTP
#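 material = rat Arfgap1 catalytic domain, aa 1-136 | also added = human ARF1(Δ1-17)-GTP substrate | compound dosing = one concentration, 16.5 µM, DMSO 1.26% | times = GTP hydrolysis reaction 2 h at 25 °C | measured by = FP, GDP Alexa 633 tracer displaced from anti-GDP antibody, 620/688 nm | evaluation = percent inhibition of Arfgap1-stimulated GTP hydrolysis | replication = single well per compound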
# DDE Tn6 FP inh – inhibitors of Tn6 peptide binding to human fibrin DD(E) | P02675 | AID 720509 | inhibition, % at 8.3 µM | 0.21% of 370,000 active | Fibrin DD(E) TRITC-Tn6 fluorescence polarization displacement;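 active means inhibition above a per-campaign cutoff: mean of compounds within control limits plus 3 SD, cut at about 15% in these data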;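 further: 0% = median of all compound wells on the plate and 100% = blocking peptide control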
# * = called active by the depositor; i = inactive.
ARFGAP1 inhibitor	DDE Tn6 FP inh	TDP2 inh	ADAM10 inh	LEDGF integ inh	ADAM17 inh	DDE Tn7 FP inh	KLK7 zymogen act	ASAP1 GAP inh	PLCg1 inh	mol
3	-4	8	-4	1	-5	4	-0.1	-3	2	O=C(CN(CCc1ccccc1)C(=O)CNS(=O)(=O)c1ccccc1)NCC1CCCO1 (configuration not stated)
6	7	13	-10	1	-2	3	-0.3	0	2	CCC(C)NC(=O)CN(C1CCCCC1)S(=O)(=O)c1ccc(F)cc1 (configuration not stated)
5	-16	5	3	-5	-3	-8	-0.5	2	-1	CCCCN(C)CCCNC(=O)c1cccc(N2CCCC2=O)c1
3	11	1	1	0	-2	5	0.0	-4	0	Cn1c(CSCc2ccccc2Cl)n[nH]c1=S
9	10	4	4	-3	-4	-8	-0.5	6	1	Cc1cccc(NC(=S)NN2CCN(C)CC2)c1
12	-3	-18	-10	-3	-6	-1	-0.2	9	3	Cc1ccc(NCc2n[nH]c(=S)n2-c2ccccc2)cc1Cl
-1	-3	0	3	5	1	-4	0.5	0	0	CCOC(=O)C(NC(C)=O)C(=O)Nc1c(C)cccc1C (configuration not stated)
-5	1	15	-2	-1	-4	-5	0.8	-7	0	CSc1c2c(nc3ncnn13)CCC2
-11	-6	-13	1	4	3	-1	0.0	0	9.5*	Cc1cc(OCCCC(=O)NCCc2ccccn2)ccc1Cl
-8	-1	1	-3	-2	-4	0	-0.1	6	-3	O=C(O)CCCN=C1CCCc2ccccc2N1
-10	-2	-6	9	-1	3	2	0.1	1	2	CCc1ccc(-n2c(=O)c3ccccc3n(CC(=O)C(C)(C)C)c2=O)cc1
-1	-14	-6	0	0	-5	4	-0.6	-7	6	O=S(=O)(Cc1ccccc1)N1CCCC1
4	7	0	-8	-6	-4	-5	-0.4	-5	-277	C=C1CCc2c([nH]c3ccc(OCC(C)C)cc23)C1=O
24	5	-10	14	1	5	0	-0.2	13	1	Nc1nc(C2CC2)c(Sc2sc(N)nc2C2CC2)s1
-6	-3	6	3	6	0	-5	0.3	-2	0	O=C(CCNS(=O)(=O)c1ccc(Br)s1)NCc1ccccc1
-7	8	5	-22	-5	-4	-1	-0.4	2	2	O=C(NCc1ccccc1Cl)c1csc([C@H]2C[C@H](O)[C@@H](CO)O2)n1
-5	-4	6	-3	2	-3	7	0.0	10	-1	O=C(O)Cc1csc(-c2cccc(F)c2)n1
2	10	-1	-2	0	-5	5	1.1	-4	-4	CC1Cc2ccccc2N1Cc1cc(=O)c(OCC(=O)Nc2ccccc2)co1 (configuration not stated)
-16	-2	-2	-12	1	-6	1	-0.8	-6	3	CN(CCC#N)C(=O)c1ccc(CNS(=O)(=O)c2ccc(F)cc2)cc1
-1	0	-9	-1	-4	-4	5	0.0	-1	0	Cc1cccc(N2CCN(C(=O)c3nn(C)c4c3CS(=O)(=O)c3ccccc3-4)CC2C)c1 (configuration not stated)
5	2	-6	7	-1	-3	1	-1.1	-2	1	Cc1cc(C)n2nnnc2n1
8	-5	-3	3	2	-6	8	0.0	-13	0	CCC(=O)NC(C)C(c1cccs1)N1CCOCC1 (configuration not stated)
-6	2	4	-2	-1	-1	4	-0.6	-1	0	O=C(CN1C(=O)C2CCCCC2C1=O)N1CCN(c2ccccc2)CC1 (configuration not stated)
-4	10	-7	-49	5	-12	-6	-0.4	12	-13	COc1cc(/C=C/C(=O)OCC(=O)NC2CCS(=O)(=O)C2)ccc1OC(F)F (configuration not stated)
0	4	-6	-9	-3	-6	11	0.1	-2	-41	COc1cccc2cc(C(=O)N3CCN(C/C=C/c4ccccc4)CC3)c(=O)oc12
4	6	15	-1	-1	-3	-3	1.1	4	0	CCC/C(O)=C1\C(=O)CCCC1=NCCc1c(C)[nH]c2ccccc12
3	0	-4	-11	-1	-5	1	0.0	2	1	COCCCNC(=O)CC1C[C@H](C(=O)N2CCCCC2)[C@@]2(C)c3[nH]c4ccccc4c3CCN2C1=O (some centres not stated)
5	-2	-8	13	0	6	-10	0.7	10	5	CC1(C(=O)OCC(=O)N2c3ccccc3Sc3ccccc32)CC1(Cl)Cl (configuration not stated)
-9	-4	8	0	-2	-4	2	-0.4	1	1	COc1cccc(NC(=O)C(C)N2C(=O)c3ccccc3C2=O)c1 (configuration not stated)
-1	-3	7	-75	-1	-16	0	0.0	-2	-23	CCOc1ccccc1C1CC(c2ccc(Cl)cc2)Nc2nc(N)nn21 (configuration not stated)
-3	-9	4	-9	0	-4	-1	0.9	8	-1	Clc1cc2c(c(Cn3cnc4ccccc43)c1)OCOC2
13	-8	-1	0	0	-3	1	0.3	-3	-4	CCCCNC(=O)O[C@H]1C[C@@H]2CCN3C(=O)CCC[C@H]([C@H]1CC)[C@H]23
7	-2	-1	1	2	-1	-8	1.2	1	0	COc1ccc(NC(=S)N2CCN(c3ccccc3)CC2)c(OC)c1
6	-1	-5	13	-4	0	-2	-0.3	-7	11*	CC(C)(CO)Cc1cc(C(C)(C)C)c(O)c(C(C)(C)C)c1
1	-2	-1	-3	5	3	0	0.3	-3	0	O=[N+]([O-])c1ncccc1Oc1nc(-c2cccnc2)nc2ccccc12
-7	3	-5	3	4	4	-9	-0.6	-1	5	Cc1ccc(C(=O)NNC(=O)Cc2cccs2)cc1
3	1	3	4	1	-2	-11	-0.3	1	-2	Cc1ccc(S(=O)(=O)N2C[C@@H](C)[C@]3(C2)[C@H](O)[C@H](OC(=O)Nc2c(C)noc2C)C[C@H]2C(=O)N(c4ccccc4)C(=O)[C@H]23)cc1
-9	-6	-6	0	4	1	-4	7.0	-5	-84	COc1ccc(-n2nc(C(=O)NCC(=O)N3CCN(Cc4ccccc4)CC3)c3ccccc3c2=O)cc1
-10	-11	-8	i	-6	-486	1	48*	7	i	CCc1cc2c(COC(=O)CCNS(=O)(=O)c3cccc(C(F)(F)F)c3)cc(=O)oc2cc1O
-15	-3	-10	14	2	4	7	-0.8	-13	-4	Cc1ccc(S(=O)(=O)N2[C@@H](c3ccc(Cl)c(Cl)c3)C(C(=O)O)=C[C@H]2CC2CCCC2)cc1
2	4	4	3	2	0	0	0.5	-5	3	Cc1ccccc1-n1ncc2c1CC(C)(C)CC2NC(=O)c1ccncc1 (configuration not stated)
-1	-9	-3	1	-2	2	9	0.2	2	1	CCOC(=O)C1=CCN(S(=O)(=O)c2ccc(F)cc2)C1c1ccc(Cl)c(Cl)c1 (configuration not stated)
2	1	9	-6	0	-6	-11	0.3	15	0	Cc1ccc2[nH]c(=O)c(CN(C(=O)c3cccc([N+](=O)[O-])c3)C(C)(C)C)cc2c1
4	-2	13	5	2	0	1	0.7	-2	1	O=C(CS)Nc1ccc2ccccc2c1
-7	5	-4	5	-2	-3	3	0.0	8	2	Cc1sc2ncn(CCC(=O)O)c(=O)c2c1C
0	-3	-6	0	-3	2	-4	0.8	5	2	O=C(Nc1ccccc1Cl)C1CCCN(S(=O)(=O)c2ccc(-n3cnnn3)cc2)C1 (configuration not stated)
3	-5	-13	-8	-3	-5	-3	-0.9	-5	-3	S=c1c2[nH]cnc2ncn1CCSc1ncnc2nc[nH]c12
4	5	-8	-2	3	-2	1	-0.4	14	-4	COc1cc(SC)ccc1C(=O)Nc1ccccc1
14	-4	2	1	4	-1	-3	0.0	14	3	Cc1ccc(CNC(=O)CS(=O)(=O)c2ccccc2)cc1
-2	7	3	3	5	-1	-4	0.4	-2	0	CC(=O)Nc1nc2ccccc2[nH]1
-2	-4	3	1	3	2	-3	-0.1	7	3	Cc1ccc(S(=O)(=O)N(C(=O)c2ccncc2)c2ccc3oc4c(c3c2)CCCC4)cc1[N+](=O)[O-]
-1	9	-2	5	1	4	-1	-0.6	5	-1	CCOC(=O)C1=C(C)N=C2SC(C(=O)OC)=CC(=O)N2C1c1ccc(F)cc1 (configuration not stated)
-7	-3	-9	2	-4	0	3	0.0	-1	2	C=CCn1c(SCC(=O)c2c(N)n(C)c(=O)n(C)c2=O)nc2sc(CC)cc2c1=O
2	-5	-21	-96	2	-29	-7	-6.8	6	-202	Nc1cc(-c2ccc(Br)cc2)nc2cc(-c3ccccc3)nn12
-10	8	4	-10	-1	-6	-4	0.5	-3	0	Cc1cnc(C(=O)OCC(=O)N2CCC(C)CC2)cn1
5	8	-13	-3	-1	-2	-2	0.0	1	-5	Cc1cccc(CN2CCN([C@@H]3CS(=O)(=O)N[C@H]3COCc3ccccc3)CC2)c1
-4	-3	8	5	-1	1	0	0.1	8	4	O=[N+]([O-])c1ccc(NC(=S)N2CCCC2)cc1
14	6	18	-2	0	-4	-7	0.3	-4	-2	COc1ccccc1CC(NC(C)=O)C(=O)NC1CCN(S(=O)(=O)c2ccc(NC(C)=O)cc2)CC1 (configuration not stated)
8	-10	-4	-19	4	-3	-11	-1.9	3	-1	CC1(C)Cc2nc3sc4c(SCC(=O)NCc5ccccc5)ncnc4c3cc2CO1
5	-8	-4	-1	-5	6	-4	-0.3	14	3	COc1cc(S(=O)(=O)Nc2cc(C)cc(C)c2)ccc1F

# Random excerpt: two entries already listed
ARFGAP1 inhibitor	DDE Tn6 FP inh	TDP2 inh	ADAM10 inh	LEDGF integ inh	ADAM17 inh	DDE Tn7 FP inh	KLK7 zymogen act	ASAP1 GAP inh	PLCg1 inh	mol
-2	-4	3	1	3	2	-3	-0.1	7	3	Cc1ccc(S(=O)(=O)N(C(=O)c2ccncc2)c2ccc3oc4c(c3c2)CCCC4)cc1[N+](=O)[O-]
-7	8	5	-22	-5	-4	-1	-0.4	2	2	O=C(NCc1ccccc1Cl)c1csc([C@H]2C[C@H](O)[C@@H](CO)O2)n1

# Additional entries follow:
ARFGAP1 inhibitor	DDE Tn6 FP inh	TDP2 inh	ADAM10 inh	LEDGF integ inh	ADAM17 inh	DDE Tn7 FP inh	KLK7 zymogen act	ASAP1 GAP inh	PLCg1 inh	mol
0	0	-6	-14	-5	2	-8	0.2	5	-4	CC(C)CC(C(=O)NC1CCCC1)N(Cc1ccc2c(c1)OCO2)C(=O)c1snc(C(N)=O)c1N (configuration not stated)
26*	3	2	6	3	4	-4	0.1	-8	-23	COc1ccc(C(=O)C=CNNC(=O)c2ccc(Cl)cc2)cc1
3	5	17	-6	0	-3	2	-0.8	1	2	CN1CCN(CC(=O)NN(Cc2ccccc2)c2ccccc2)CC1
7	-1	4	-2	-5	-4	7	-0.1	2	-3	CCOc1cc2c(cc1O)C(=NOC)CC1C2CCC2(C)C(O)CCC12 (configuration not stated)
-6	1	-3	4	2	2	4	-0.1	12	5	COc1ccc(-n2c(N)c(C(=O)NCc3cccnc3)sc2=S)cc1

# This is a random part of the collection, and some 4.2% of all compounds hit somewhere here.
